MEX-5 binding: C. elegans MEX-5 TCR-2 RNA binding activity; MEX-5/FITC-TCR2 RNA binding, fluorescence polarization; active compounds read low; Q9XUB2; actives 0.38% (n = 300,000); activity score (negative = inhibition of binding), % at 10 µM;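 active = inhibition past about -25% in most replicates, and total fluorescence under double the plate's negative control median, limit read from the data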;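 also: 0% = DMSO and -100% = 5 µM competing unlabeled TCR2 RNA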
VLA-4 inh: inhibition in a human VLA-4 binding assay; VLA-4 expressing cells, ligand binding flow cytometry; inhibition, % (about 7 µM as worked out from the volumes in the protocol); actives 0.2% (n = 330,000); AID 2557; in the data active = inhibition above about 50%
CR mimetic SO: lowers age-related superoxide in aged yeast cells. superoxide response (% of plate mean), % at 10 µM. S. cerevisiae aged cells, superoxide DHE fluorescence; active compounds read low. actives 0.18% (n = 330,000);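 active = superoxide response under a set limit, about three screen SD below normal, cut at about 65% in these data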;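 also: yeast aged for seven days with compound at 30 °C before DHE staining; 100% = average MFI of all compound-treated wells on the plate with controls excluded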
CIT2-GFP yeast: yeast TOR pathway CIT2-GFP modulation. S. cerevisiae CIT2-GFP strain, flow cytometry, 3 h; 100 means same as DMSO wells. GFP response vs DMSO, % at 10 µM. actives 0.065% (n = 320,000). AID 2029;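 active = GFP response relative to DMSO above a set limit, near the screen mean plus 3 SD, cut at about 150% in these data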;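 also: ratio of well median GFP fluorescence to mean of DMSO wells on the plate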
GRK2 inh: human GRK2 inhibition via aptamer displacement | P25098 | bead flow cytometry, FAM-aptamer displacement from GRK2 | inhibition of aptamer binding, % at 10 µM | actives 0.59% (n = 330,000) | AID 488847;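 active = inhibition of aptamer binding above 40%, roughly 3 SD of noise, on plates passing a quality check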;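 also: median bead fluorescence of bound FAM aptamer so fluorescent compounds give negative values; no value below 0 was filed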
Target sequence (P25098 whole entry, looked up): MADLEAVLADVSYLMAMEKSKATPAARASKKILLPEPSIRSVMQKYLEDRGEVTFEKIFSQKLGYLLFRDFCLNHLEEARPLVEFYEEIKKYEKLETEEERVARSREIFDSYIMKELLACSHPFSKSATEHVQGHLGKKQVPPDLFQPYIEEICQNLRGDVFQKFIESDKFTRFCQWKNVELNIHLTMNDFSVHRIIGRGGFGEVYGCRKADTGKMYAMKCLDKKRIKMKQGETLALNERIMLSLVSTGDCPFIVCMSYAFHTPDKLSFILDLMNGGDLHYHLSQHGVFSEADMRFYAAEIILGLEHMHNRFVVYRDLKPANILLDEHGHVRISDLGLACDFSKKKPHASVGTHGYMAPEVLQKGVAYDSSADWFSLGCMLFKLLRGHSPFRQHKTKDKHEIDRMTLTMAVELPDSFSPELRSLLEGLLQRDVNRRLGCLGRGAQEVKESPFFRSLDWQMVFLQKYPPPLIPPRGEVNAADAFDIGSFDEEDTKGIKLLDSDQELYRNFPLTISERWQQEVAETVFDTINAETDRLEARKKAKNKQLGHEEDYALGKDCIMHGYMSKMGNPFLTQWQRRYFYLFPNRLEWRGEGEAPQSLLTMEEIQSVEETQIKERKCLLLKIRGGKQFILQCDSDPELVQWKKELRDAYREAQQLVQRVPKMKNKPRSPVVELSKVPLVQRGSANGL
BCLXL inh: inhibitors of human Bcl-xL | Q07817 | GST-Bcl-xL / FITC-Bim BH3 peptide fluorescence polarization | inhibition, % at 10.9 µM | actives 0.7% (n = 320,000);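 active = inhibition above the mean of all tested compounds plus 3 SD, cutoff set per campaign, cut at about 30% in these data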;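 also: 0% = DMSO wells and 100% = unlabeled Bim-BH3 peptide competitor; inhibitors lower millipolarization by displacing the labeled peptide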
AGP1 TOR yeast: yeast TOR pathway AGP1-GFP modulation; S. cerevisiae AGP1-GFP multiplex flow cytometry, 3 h; GFP as percent of DMSO wells; GFP response vs DMSO, % at 10 µM; actives 0.02% (n = 320,000); AID 2066;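 active = GFP response relative to DMSO above a set limit, near screen average plus 3 SD, cut at about 150% in these data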;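 also: median GFP channel fluorescence of the gated AGP1 strain per well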
GLD-1 TGE inh: GLD-1-TGE RNA interaction inhibition (C. elegans); inhibition, % at 5.96 µM; purified GLD-1 + fluorescein TGE RNA, fluorescence polarization; actives 0.44% (n = 320,000);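 active = percent inhibition above a per-plate cutoff, the plate mean of test compounds plus 3 SD, cut at about 30% in these data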;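 also: 0% = DMSO wells with GLD-1 and probe and 100% = wells lacking GLD-1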
MCL1-BIM inh: MCL1-BIM-BH3 interaction inhibition (human) | Q07820 | GST-MCL1 / FITC-Bim-BH3 fluorescence polarization | inhibition, % at 10.9 µM | actives 0.68% (n = 320,000) | AID 2057;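 active = inhibition above the mean inhibition of all tested compounds plus 3 SD, set per campaign, cut at about 40% in these data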;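 also: 0% = DMSO wells and 100% = unlabeled Bim-BH3 peptide control; higher means more loss of mP so more displacement of Bim peptide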
Target sequence (Q07820 whole entry, looked up): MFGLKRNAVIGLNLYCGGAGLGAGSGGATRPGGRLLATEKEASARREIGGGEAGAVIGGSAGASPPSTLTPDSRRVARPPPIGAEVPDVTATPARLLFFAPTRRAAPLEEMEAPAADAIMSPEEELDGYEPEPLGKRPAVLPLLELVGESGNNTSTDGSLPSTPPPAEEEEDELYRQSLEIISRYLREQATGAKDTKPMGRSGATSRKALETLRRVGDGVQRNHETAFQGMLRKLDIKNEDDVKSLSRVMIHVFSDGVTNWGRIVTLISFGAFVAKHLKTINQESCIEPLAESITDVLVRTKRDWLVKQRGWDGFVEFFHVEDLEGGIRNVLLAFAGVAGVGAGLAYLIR
An asterisk follows results filed as active; x = not tested or not shown; & = joins results of further samples. Compounds were not picked by outcome; any-hit rate near 2.1%.

entry	compound	MEX-5 binding	VLA-4 inh	CR mimetic SO	CIT2-GFP yeast	GRK2 inh	BCLXL inh	AGP1 TOR yeast	GLD-1 TGE inh	MCL1-BIM inh
1	O=c1[nH]c(SCc2ccccc2[N+](=O)[O-])nc2nc[nH]c12	-1.8	-16	76	104	13	8	110	-16	-9
2	C/C(=N/NC(=O)Cc1ccccc1)c1ccc(C)s1	-0.4	25	96	97	0	-3	96	1	-2
3	CC(=O)N1CCN(c2ccccc2NC(=O)c2ccc(Br)o2)CC1	1.4	1	111	102	4	-2	93	-3	-3
4	CC1SC(=Nc2ccccc2)N(S(=O)(=O)c2ccccc2)C1=O (centres undefined)	-1.1	-19	101	92	0	5	97	-8	11
5	CSc1nc(N2CCCC2)c2c(c1C#N)CC(C)(C)OC2	-2.7	27	106	111	1	2	112	0	8
6	CCCCS(=O)CC(CS(=O)CCCC)OC(=O)c1ccccc1 (centres undefined)	1.2	3	97	x	1	-2	109	3	3
7	CCN(CC(=O)NCc1ccc(F)cc1)C(=O)c1oc2ccccc2c1C	0.8	5	103	99	5	6	100	2	7
8	Cc1c(C(=O)O)oc2c1C(O)CC(C)(C)C2 (centres undefined)	0.4&-3.0	14&-2	91&93	100&96	1&1	3&6	93&91	0&4	5&8
9	CCOC(=O)c1ccccc1NC(=O)COC(=O)CCNS(=O)(=O)c1ccc(C)c(C)c1	1.5	-3	97	97	1	2	109	7	-4
10	O=c1[nH]c(SCc2n[nH]c(=S)n2-c2ccccc2)nc2ccccc12	1.3	15	99	108	3	-9	99	-1	-7
11	O=C(c1ccccc1)c1ccc(OCCO)cc1	2.0	5	105	99	0	6	94	1	5
12	CCn1cc(C(=O)NCCCN(CC(C)C)CC(C)C)c(=O)c2cc(S(=O)(=O)N3CCOCC3)ccc21	-2.2	4	89	112	3	3	116	5	0
13	C(=N\Nc1nc2ccccc2[nH]1)/C1CCCCC1	0.7	6	100	103	0	-4	105	-7	-6
14	Cc1c(C(=O)NCCCN2CCCCC2)oc2ccc3c(c12)C(O)CC1(CCCCC1)O3 (centres undefined)	2.6	13	90	101	0	5	103	2	5
15	COc1ccc2c(c1)c(C(=O)CN1CCN(c3ccccc3)CC1)c(C)n2C	-2.5	7	91	100	3	3	100	1	-1

Two of these compounds in a different format:
2: C/C(=N/NC(=O)Cc1ccccc1)c1ccc(C)s1
  MEX-5 binding = -0.4 | VLA-4 inh = 25 | CR mimetic SO = 96 | CIT2-GFP yeast = 97 | GRK2 inh = 0 | BCLXL inh = -3 | AGP1 TOR yeast = 96 | GLD-1 TGE inh = 1 | MCL1-BIM inh = -2

3: CC(=O)N1CCN(c2ccccc2NC(=O)c2ccc(Br)o2)CC1
  MEX-5 binding = 1.4 | VLA-4 inh = 1 | CR mimetic SO = 111 | CIT2-GFP yeast = 102 | GRK2 inh = 4 | BCLXL inh = -2 | AGP1 TOR yeast = 93 | GLD-1 TGE inh = -3 | MCL1-BIM inh = -3

Remaining list, next part:
entry	compound	MEX-5 binding	VLA-4 inh	CR mimetic SO	CIT2-GFP yeast	GRK2 inh	BCLXL inh	AGP1 TOR yeast	GLD-1 TGE inh	MCL1-BIM inh
16	O=C1c2[nH]nc(-c3ccccc3O)c2C(c2cccc(Cl)c2)N1Cc1ccco1 (centres undefined)	-0.9	7	101	95	4	-3	102	10	2
17	O=C(N/C(=C\c1ccccc1)C(=O)N1CCCCC1)c1ccco1	0.5	21	100	94	0	-2	96	-7	0
18	COC(=O)CCC(=O)OC1(C)C(=O)C2=CN(Cc3ccco3)C(c3ccc(OC)cc3)=CC2=C(Br)C1=O (centres undefined)	-37*	-25	106	105	0	52*	110	44*	49*
19	CC1CN(S(=O)(=O)c2cn(C)c(=O)n(C)c2=O)CC(C)O1 (centres undefined)	-2.2	8	117	96	0	1	98	0	3
20	CCCCN(C(=O)c1ccco1)C1CCS(=O)(=O)C1 (centres undefined)	0.2	14	99	107	3	-2	114	-2	2
21	O=C(c1ccccc1Cl)N1CCCC(c2nc3c(nnn3Cc3ccccc3)c(=O)[nH]2)C1 (centres undefined)	1.0	-1	120	100	0	-1	98	6	-8
22	O=C(CCCOc1ccc(Cl)cc1Cl)NCCc1nnc2ccccn12	-1.5	2	89	97	3	-4	95	0	-6
23	CCOC(=O)c1cc(C#N)c(N2CCN(c3ccc(OC)cc3)CC2)[nH]c1=O	-1.9	-3	97	89	3	8	91	0	14
24	CCn1cc(C2=NC(CC(C)C)CO2)c2ccccc21 (centres undefined)	-2.6	3	97	89	0	-1	96	5	3
25	CCN(CC)/C(=N/S(=O)(=O)c1ccc(C)cc1)c1ccccc1	3.8	0	91	110	0	-1	109	1	-4
26	CC(C)=CCN1CCN(Cc2cc(CC(C)C)n[nH]2)CC1CCO (centres undefined)	-0.1	11	102	102	0	4	97	4	2
27	Cc1nn(Cc2ccccc2Cl)c(C)c1NC(=O)c1noc(C(C)C)c1[N+](=O)[O-]	-0.7	2	101	116	0	0	107	1	-2
28	Cc1ccc2c(c1)-c1c(cnn1CC(=O)N(CCC#N)c1ccccc1)CO2	-0.4	9	102	100	1	5	104	1	5
29	O=C(NCCC(=O)N1CCN(c2ccccc2O)CC1)c1ccc(Cl)cc1	1.0	3	102	97	0	-7	106	5	-7
30	O=C(NNC(=O)C12CC3CC(CC(O)(C3)C1)C2)c1csc(N2CCOCC2)n1	-7.7	8	105	93	0	3	93	-4	11
31	C=C[C@@H]1c2cc(C)ccc2N(S(=O)(=O)c2ccc(C)cc2)[C@H](c2ccc(OC(C)=O)cc2)C1(C#N)C#N	x	22	80	96	0	2	68	3	-4
32	COc1cc(NC(=S)Nc2cccc(Cl)c2Cl)c(OC)cc1Cl	-1.7	5	103	82	0	6	82	-2	17
33	COc1cc(OC)cc(C(=O)NC(=S)Nc2ccc(N3CCCC3)cc2)c1	1.5	11	107	109	0	5	102	-1	13
34	COc1ccc(C(N)CCc2ccc(C)o2)cc1 (centres undefined)	-2.4	-19	93	110	79*	16	107	4	19
35	CCOC(=O)c1c(S(=O)(=O)N2CCCCCC2)c(C)n(C)c1C	-1.5	6	123	101	3	5	103	5	-2
36	O=C(Nc1ccc(Cl)cn1)C1CCCN1S(=O)(=O)c1cccc2ccccc12 (centres undefined)	-0.5	47	94	98	1	-1	99	7	-4
37	CCCN(CCC)C(=O)c1ccc2c(c1)N(Cc1ccccc1)C(=O)CS2=O (centres undefined)	-2.1	11	100	110	2	5	109	0	8
38	C#CCOCCOCCOCCNc1nc(N2CCN(C(=O)[C@H](Cc3cc4ccccc4[nH]3)n3cc(C(N)CC(C)C)nn3)CC2)nc(N2CCN(C(=O)[C@H](CCC(=O)O)n3cc(C(N)[C@H](C)CC)nn3)CC2)n1 (some centres undefined)	5.0	14	114	99	0	5	94	5	8
39	CN(C)C(=S)Nc1ccc(N2CCOCC2)cc1	-1.8	5	99	93	1	9	106	-3	8
40	Cc1nc2ccccn2c1C(=O)N=Nc1c(O)n(CCC(C)C)c2ccccc12	-1.8	-6	108	80	0	6	89	-7	8
41	CCn1c(C)cc2c(c1=O)C(c1ccc3c(c1)OCO3)C(C#N)=C(N)O2 (centres undefined)	2.7	-3	80	108	1	5	104	-8	1
42	O=C(Nc1ccccn1)c1ccc(Cl)c(S(=O)(=O)N2CCc3ccccc32)c1	x	17	119	69	8	-11	88	-3	-14
43	CCCCN(c1ccccc1)S(=O)(=O)c1ccc2c(c1)CCN2C(=O)CCC(=O)O	0.9	-7	107	94	4	5	100	-3	3
44	CCc1ccc(N(CC)C(=O)Cc2c(C(=O)O)n(C)c3ccccc23)cc1	0.3	8	94	94	1	8	88	3	4
45	O=C(NCC1CCCO1)c1cc2ccccc2[nH]1 (centres undefined)	-1.9	15	102	86	0	-1	86	0	-6
46	CCOc1cc(N2CCOCC2)c(OCC)cc1NC(=O)c1ccccc1	0.1	8	92	110	3	0	106	8	5
47	COc1ccccc1CNC(=O)Cn1cccc1C(=O)c1ccccc1C	3.3	-6	75	107	2	2	107	6	-3
48	CSCCC(NC(=O)c1ccccc1)C(=O)N1CC(C)OC(C)C1 (centres undefined)	x	14	108	95	0	2	95	5	0
49	Cc1cc[n+](CC(=O)c2cccc([N+](=O)[O-])c2)c2ccccc12	-2.3	-2	100	99	5	17	93	6	13
50	Brc1ccc(-c2cnnc(N3CCCC3)n2)cc1	-2.8	8	136	90	4	11	82	-2	15
51	Cn1c(=O)c2cc(S(=O)(=O)NCCC(=O)NC3CCCCCC3)ccc2n(C)c1=O	-2.4	33	91	109	3	11	105	-3	3
52	COC(=O)C1=CN(Cc2ccccc2)C=C(C(=O)OC)C1c1ccc(OC)c(OC)c1	-0.3	0	105	100	3	5	97	3	4
53	O=[N+]([O-])c1ccc(N2CCN(S(=O)(=O)c3ccc4ccccc4c3)CC2)cc1NCc1ccco1	1.9	-1	113	100	0	7	99	3	2
54	CCc1ccc(/C=N/NC(=O)c2nnn(-c3nonc3N)c2C(C)C)cc1	1.7	14	73	112	1	-2	106	4	6
55	COc1cc(/C=N/NC(=O)CCC(=O)NCc2ccccc2)cc(OC)c1OC	2.7	-38	101	109	0	-3	98	-8	-5
56	Cc1ccc(-c2cc(C(=O)N3CCOCC3)c3ccccc3n2)o1	x	19	74	106	4	x	93	-2	x
57	COC(=O)c1cc(S(=O)(=O)NCc2ccccc2Cl)c[nH]1	-2.3	-9	98	100	0	7	105	1	5
58	C=CCn1c(-c2cccc([N+](=O)[O-])c2)n[nH]c1=S	0.8	-2	93	95	0	-9	102	9	-15

A section of the results above, as a working copy:
entry	compound	MEX-5 binding	VLA-4 inh	CR mimetic SO	CIT2-GFP yeast	GRK2 inh	BCLXL inh	AGP1 TOR yeast	GLD-1 TGE inh	MCL1-BIM inh
45	O=C(NCC1CCCO1)c1cc2ccccc2[nH]1 (centres undefined)	-1.9	15	102	86	0	-1	86	0	-6
46	CCOc1cc(N2CCOCC2)c(OCC)cc1NC(=O)c1ccccc1	0.1	8	92	110	3	0	106	8	5
47	COc1ccccc1CNC(=O)Cn1cccc1C(=O)c1ccccc1C	3.3	-6	75	107	2	2	107	6	-3
48	CSCCC(NC(=O)c1ccccc1)C(=O)N1CC(C)OC(C)C1 (centres undefined)	x	14	108	95	0	2	95	5	0
49	Cc1cc[n+](CC(=O)c2cccc([N+](=O)[O-])c2)c2ccccc12	-2.3	-2	100	99	5	17	93	6	13
50	Brc1ccc(-c2cnnc(N3CCCC3)n2)cc1	-2.8	8	136	90	4	11	82	-2	15
51	Cn1c(=O)c2cc(S(=O)(=O)NCCC(=O)NC3CCCCCC3)ccc2n(C)c1=O	-2.4	33	91	109	3	11	105	-3	3
52	COC(=O)C1=CN(Cc2ccccc2)C=C(C(=O)OC)C1c1ccc(OC)c(OC)c1	-0.3	0	105	100	3	5	97	3	4
53	O=[N+]([O-])c1ccc(N2CCN(S(=O)(=O)c3ccc4ccccc4c3)CC2)cc1NCc1ccco1	1.9	-1	113	100	0	7	99	3	2
54	CCc1ccc(/C=N/NC(=O)c2nnn(-c3nonc3N)c2C(C)C)cc1	1.7	14	73	112	1	-2	106	4	6
55	COc1cc(/C=N/NC(=O)CCC(=O)NCc2ccccc2)cc(OC)c1OC	2.7	-38	101	109	0	-3	98	-8	-5

Bioassay records deposited in PubChem by several laboratories.
